Source: PubChem (National Center for Advancing Translational Sciences (NCATS))
HT1080NT lethal = qHTS for induction of synthetic lethality in tumor cells producing 2HG: qHTS for the HT-1080-NT fibrosarcoma cell line; HT-1080-NT fibrosarcoma viability, CellTiter-Glo ATP luminescence, 48 h; Potency, µM (series often up to 46.1 µM), for inactives: at the highest dose activity, negative = less viability, actives largely listed as cytotoxic; 360,000 compounds, 1.6% hits;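 further: NT is the 2HG producing partner of a matched IDH1 knockdown line; potency means the concentration at half of the fitted maximal effect; 0% = DMSO-treated cells and -100% = media-only wells without cells; nearly all actives have a fitted effect of over 55% in size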
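Compounds were tested in concentration-response format on HT-1080-NT cells for 48 hours at 37 degrees C. Cell viability came from CellTiter-Glo luminescence; curves were classified by r2, response magnitude and activity.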
KB-V1 cytotox = qHTS assay for MDR1-selective chemotherapeutics: Primary screen using the drug-selected MDR subline cells KB-V1. KB-V1 MDR cells viability, CellTiter-Glo, 72 h. Potency, µM (series often up to 46.1 µM), for inactives: top-dose activity change, negative = cytotoxicity, most hits filed as cytotoxic. 400,000 compounds, 3.4% hits. AID 1347076, 2019; further: potency means the concentration at half of the fitted maximal effect; on the % scale 0 is the no-effect control and ±100 the full control effect; nearly all actives have a fitted effect of over 60% in size
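In this primary screen, KB-V1 cells overexpressing P-gp are incubated with library compounds (lowest to highest concentration) for 72 h at 37 degrees C before a luminescent ATP viability read.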
WRN inhibitor = qHTS for Inhibitors of WRN Helicase | 360,000 compounds, 0.46% hits | Potency, µM (highest dose often 114 µM), for the others: top-dose activity change, negative = inhibition, hits mostly inhibitors | Bifunctional 3'-5' exonuclease/ATP-dependent helicase WRN (Homo sapiens), Q14191 | WRN helicase unwinding, fluorescent forked duplex, kinetic; further: potency means the concentration at half of the fitted maximal effect; on the % scale 0 is the no-effect control and ±100 the full control effect; nearly all actives have a fitted effect of over 55% in size
Target sequence (Q14191 whole entry, looked up): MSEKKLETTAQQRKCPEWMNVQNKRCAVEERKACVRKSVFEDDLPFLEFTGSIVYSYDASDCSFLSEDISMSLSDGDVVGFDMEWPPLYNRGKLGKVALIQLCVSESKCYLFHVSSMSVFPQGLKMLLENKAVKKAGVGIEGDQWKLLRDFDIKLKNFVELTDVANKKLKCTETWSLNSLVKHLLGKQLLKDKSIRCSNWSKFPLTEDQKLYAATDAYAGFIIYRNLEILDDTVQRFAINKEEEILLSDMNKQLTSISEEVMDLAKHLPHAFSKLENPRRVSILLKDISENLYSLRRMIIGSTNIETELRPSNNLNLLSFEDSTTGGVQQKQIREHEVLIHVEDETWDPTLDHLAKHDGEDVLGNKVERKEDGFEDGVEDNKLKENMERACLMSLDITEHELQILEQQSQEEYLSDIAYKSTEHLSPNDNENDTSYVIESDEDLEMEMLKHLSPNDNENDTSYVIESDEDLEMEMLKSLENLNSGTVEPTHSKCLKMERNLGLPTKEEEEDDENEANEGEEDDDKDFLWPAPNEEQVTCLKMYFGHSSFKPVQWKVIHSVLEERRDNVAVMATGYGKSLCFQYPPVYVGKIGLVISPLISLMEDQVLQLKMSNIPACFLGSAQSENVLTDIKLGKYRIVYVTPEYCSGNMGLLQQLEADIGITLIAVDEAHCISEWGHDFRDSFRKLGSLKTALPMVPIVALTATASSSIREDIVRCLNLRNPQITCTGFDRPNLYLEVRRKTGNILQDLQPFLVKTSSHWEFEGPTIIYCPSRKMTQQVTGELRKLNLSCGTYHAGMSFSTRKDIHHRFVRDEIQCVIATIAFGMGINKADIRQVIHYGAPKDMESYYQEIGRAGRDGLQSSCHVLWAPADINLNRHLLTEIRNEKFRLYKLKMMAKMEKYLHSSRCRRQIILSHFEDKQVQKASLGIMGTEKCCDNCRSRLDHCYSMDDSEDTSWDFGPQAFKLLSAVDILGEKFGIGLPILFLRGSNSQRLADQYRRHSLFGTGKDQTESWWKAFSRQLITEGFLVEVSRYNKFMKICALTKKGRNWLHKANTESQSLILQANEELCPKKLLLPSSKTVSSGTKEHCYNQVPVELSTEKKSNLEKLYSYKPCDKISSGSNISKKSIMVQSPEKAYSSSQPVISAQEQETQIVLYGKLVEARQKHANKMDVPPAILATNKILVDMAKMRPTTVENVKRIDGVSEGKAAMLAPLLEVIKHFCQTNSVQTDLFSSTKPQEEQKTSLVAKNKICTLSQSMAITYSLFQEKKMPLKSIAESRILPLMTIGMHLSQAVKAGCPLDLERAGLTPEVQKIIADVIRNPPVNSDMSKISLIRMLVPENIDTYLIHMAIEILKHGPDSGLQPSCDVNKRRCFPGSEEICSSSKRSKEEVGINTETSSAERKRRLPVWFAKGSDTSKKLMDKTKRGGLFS
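Kinetic red-fluorescence monitoring (525/598 nm) tracks WRN helicase activity after 100 nM fluorophore-quencher forked duplex and 2 mM ATP are added to 20 nM enzyme pretreated 15 min at room temperature with compound.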
ATXN2 expr inh = Primary qHTS for Inhibitors of ATXN expression; HEK-293 ATXN2-luciferase reporter, luminescence, 24 h; Potency, µM (titrated, usually from 57 µM), inactives show at the top dose activity change, negative = inhibition, usual class: inhibitors; 360,000 compounds, 0.72% hits; further: potency means the concentration at half of the fitted maximal effect; on the % scale 0 is the no-effect control and ±100 the full control effect; nearly all actives have a fitted effect of over 55% in size
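ATXN2-luciferase reporter cells (luciferase flanked by upstream and downstream ATXN2 gene portions) were treated 24 h at 37 °C with compounds at up to 57 uM. SteadyGlo luminescence gave expression; GF-AFC fluorescence gave viability.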
SW480 rereplic = A quantitative high throughput screen for small molecules that induce DNA re-replication in SW480 colon adenocarcinoma cells; SW480 DNA re-replication, Hoechst DNA content imaging, 48 h; Potency, µM (doses to about 46.1 µM), inactives show at the highest dose re-replication activation, usual class: activators; 340,000 compounds, 1.8% hits; AID 624297, 2012; further: potency means the concentration at half of the fitted maximal effect; % of control where 0% means no effect; nearly all actives have a fitted effect of over 55% in size
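DNA re-replication was detected as more nuclei of elevated Hoechst intensity after 48 hr exposure to compound (23 nL pinned per well of 250 cells).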
MCF10A rerep = A quantitative high throughput screen for small molecules that induce DNA re-replication in MCF 10a normal breast cells; 350,000 compounds, 2.9% hits; MCF 10A DNA re-replication, Hoechst nuclear intensity, 48 h; Potency, µM (top dose mostly 46.1 µM), without a hit: top-dose activity, positive = re-replication, actives largely listed as activators; AID 624296, 2012; further: potency means the concentration at half of the fitted maximal effect; % of control where 0% means no effect; nearly all actives have a fitted effect of over 50% in size
IL-1B inflam inh = qHTS for Inhibitors of Inflammasome Signaling: IL-1-beta AlphaLISA Primary Screen; activity change, % at 57.5 µM; THP-1 LPS/ATP IL-1B secretion, AlphaLISA, 16 h; active compounds read low; 360,000 compounds, 4.7% hits; in the data active means activity change below about -50%; inconclusive means mostly about -30% to -49%; further: on the % scale 0 is the no-effect control and ±100 the full control effect
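THP-1 cells pretreated 1 hr with compounds (up to 57.5 uM final), then stimulated with LPS (250 ng/mL final) plus ATP (1.25 mM final); secreted IL-1B measured by AlphaLISA after 16 hr, decreased signal indicating inhibition.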
KB-3-1 cytotox = qHTS assay for MDR1-selective chemotherapeutics: Primary screen using the parental adenocarcinoma cell KB-3-1; Potency, µM (series often up to 46.1 µM), inactives show at the top dose activity change, negative = cytotoxic, usual class: cytotoxic; KB-3-1 viability, CellTiter-Glo ATP luminescence, 72 h; AID 1347075, 2019; 400,000 compounds, 1.4% hits; further: potency means the concentration at half of the fitted maximal effect; on the % scale 0 is the no-effect control and ±100 the full control effect; nearly all actives have a fitted effect of over 60% in size
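Cytotoxicity measured as CellTiter-Glo luminescence after 72 h at 37 C. Compound titrations were pinned onto drug-naive KB-3-1 parental adenocarcinoma cells grown in DMEM with 10% FBS, and normalized data fitted to concentration-response curves.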
HT1080 IDH1KD tx = qHTS for induction of synthetic lethality in tumor cells producing 2HG: qHTS for the HT-1080-IDH1KD cell line | HT-1080 IDH1 knockdown viability, ATP luminescence, 48 h | Potency, µM (highest dose often 46.1 µM), for the others: top-dose activity, negative = toxicity, actives largely listed as cytotoxic | 360,000 compounds, 2% hits | AID 686971, 2013;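 further: potency means the concentration at half of the fitted maximal effect; 0% = DMSO wells and -100% = cell-free medium wells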
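Luminescent ATP read-out (CellTiter-Glo, 10 min at room temperature) after 48 h compound exposure at 37 °C gave viability of IDH1-knockdown HT-1080 cells. Activity was normalised to DMSO and cell-free wells, then fitted as concentration-response curves.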
Starred values were filed as active, the others as inactive; u = inconclusive; x = no result given; [ ] = another dose, or the depositor's remark. Unless noted, the call rests on the fitted dose curve; in most records, active means well fitted curve in the direction sought with a large enough effect; inconclusive means small, poorly fitted or top-dose-only effect, or another doubt; inactive means no such curve, though single readings can be large; an effect the other way counts as inactive or inconclusive. This is a random part of the collection; overall some 12% were active at least once.

cpd	Molecule	HT1080NT lethal	KB-V1 cytotox	WRN inhibitor	ATXN2 expr inh	SW480 rereplic	MCF10A rerep	IL-1B inflam inh	KB-3-1 cytotox	HT1080 IDH1KD tx
1	CC(CCCCCCCCC(=O)O)N(CCO)C(=O)OC(C)(C)C (stereo not drawn)	-2%	-2%	5%	-4%	-3%	0%	30	8%	9%
2	O=C(CSc1nc2ccccc2o1)Nc1cc(C(F)(F)F)ccc1N1CCOCC1	-14%	u	-3%	-30%	-3%	3%	-50*	u	u
3	COc1ccc2nc(C)cc(Nc3ccc(N4CCOCC4)cc3)c2c1	u	0%	u	u	5%	-2%	x	-7%	11%[9.24 µM]
4	Cc1ccc(NC(=O)COC(=O)C2CC2C)c(S(=O)(=O)N2CCCCC2)c1 (stereo not drawn)	5%	-24%	6%	2%	-4%	6%	14	25%	6%
5	CCNC(=O)Cn1cc(C#N)c2ccccc21	-6%	u	0%	5%	3%	4%	9	4%	8%
6	COCC1CCN(C(=O)c2ccc3oc(Cc4ccc(Cl)cc4)nc3c2)C1 (stereo not drawn)	-10%	u	-31%	-10%	9%	22%	u	-8%	-15%
7	O=C(Nc1cc([N+](=O)[O-])c2[nH]c(=O)c3ccccc3c2c1)C(F)(F)F	-2%	u	-16%	-39%	1%	-1%	-5	5%	u
8	CCNC(=S)SCCOc1ccc(C)cc1	15%	1%	-16%	5%	x	-5%	0	1%	14%
9	COC(=O)[C@@H](Cc1c[nH]c2ccccc12)NC(=O)CCC(=O)c1ccc(F)cc1	-1%	25%	-4%[57.1 µM]	-2%	3%	0%	0	-3%	-1%
10	Cn1c(N)c(N2CCN(c3ccccc3)CC2)c(=O)[nH]c1=O	15%	-12%	4%	-3%	-18%	-3%	-9	3%	3%
11	O=C(CCNc1cc(Cl)cc(Cl)c1)c1ccco1	3%	-2%	-7%	-6%	-11%	-3%	18	9%	4%
12	COC(=O)c1c(NC(=O)c2ccc(C)c(S(=O)(=O)Nc3ccccc3C)c2)sc2c1CCCC2	6%	23µM*	-4%	-1%	0%	u	14	-9%	10%

Marked active in IL-1B inflam inh, among the entries above:
no. | canonical_smiles | WRN inhibitor | SW480 rereplic | IL-1B inflam inh
2 | O=C(CSc1nc2ccccc2o1)Nc1cc(C(F)(F)F)ccc1N1CCOCC1 | -3% | -3% | -50*

One compound at a time, as listed above.
COc1ccc2nc(C)cc(Nc3ccc(N4CCOCC4)cc3)c2c1 is listed as HT1080NT lethal: u; KB-V1 cytotox: 0%; WRN inhibitor: u; ATXN2 expr inh: u; SW480 rereplic: 5%; MCF10A rerep: -2%; IL-1B inflam inh: x; KB-3-1 cytotox: -7%; HT1080 IDH1KD tx: 11%[9.24 µM]
O=C(CCNc1cc(Cl)cc(Cl)c1)c1ccco1 is listed as HT1080NT lethal: 3%; KB-V1 cytotox: -2%; WRN inhibitor: -7%; ATXN2 expr inh: -6%; SW480 rereplic: -11%; MCF10A rerep: -3%; IL-1B inflam inh: 18; KB-3-1 cytotox: 9%; HT1080 IDH1KD tx: 4%

Remaining list, next part
cpd	Molecule	HT1080NT lethal	KB-V1 cytotox	WRN inhibitor	ATXN2 expr inh	SW480 rereplic	MCF10A rerep	IL-1B inflam inh	KB-3-1 cytotox	HT1080 IDH1KD tx
13	COc1ccc(S(=O)(=O)N(C)C[C@H]2Oc3cc(Br)ccc3S(=O)(=O)N([C@H](C)CO)C[C@H]2C)cc1	-14%	u	4%	-33%	x	x	23	-4%	-17%
14	CCOC(=O)N/N=C1\CCS(=O)(=O)c2ccc(Cl)cc21	-21%	6%	2%	x	-3%	6%	7	2%	1%
15	COc1cccc(NC(=O)CN2C(=O)COc3ccc(C)cc32)c1	5%	-13%	9%	u	1%	4%	4	-13%	1%
16	C/C(CC(C)(C)C1CCCCC1)=N\NC(N)=S	5µM*	u	2%[57.1 µM]	32µM*	9%	0%	-102*	-3%	u
17	NC(=O)c1ccsc1NC(=O)CSc1nnc(NC2CC2)s1	0%	x	-29%	-3%	1%	-8%	-9	x	-9%
18	O=C(NCC(O)c1ccccc1)c1ccc(Cl)c(S(=O)(=O)N2CCCCC2)c1 (stereo not drawn)	-4%	-4%	-2%	-12%	-1%	10%	-9	u	u
19	NC(N)=NC1=NC(=O)C(Cc2ccccc2)S1 (stereo not drawn)	17%	17%	1%	14%	-5%	0%	2	4%	15%
20	COc1ccc(N2CCN(c3nc(Nc4ccc(C)c(F)c4)nc(N4CCCC4)n3)CC2)cc1	u	u	-4%	-30%	-6%	-1%	u	-17%	u
21	Cc1nc(C(C)NC(=O)CCc2nnc(CCCc3ccccc3)o2)c(C)s1 (stereo not drawn)	15%	-3%	1%	37%	u	-3%	-6	1%	9%
22	O=C(NCCCN1CCN(Cc2ccccc2Cl)CC1)Nc1ccccc1	-6%	24%	-11%	4%	-2%	-3%	-22	0%	-5%
23	Cc1ccccc1Nc1nn2c(=O)c3ccc(C(=O)N4CCCC(C)C4)cc3nc2s1 (stereo not drawn)	-1%	0%	12%	x	x	x	0	-10%	10%
24	Cc1ccc2oc(-c3ccc(NC(=O)c4ccc5c(c4)OCO5)cc3)nc2c1	-12%	u	-1%	1%	u	15%	1	-6%	-8%
25	Cc1ccc(C)c(S(=O)(=O)N(C)c2ccc(OC(=O)CN3C(=O)NC4(CCCC4)C3=O)cc2)c1	-5%	0%	0%	-2%	-6%	-11%	-3	4%	-2%
26	Cc1nnc(-c2cnn(C)c2N)n1CCCN(C)C	7%	-5%	-3%	14%	-6%	-1%	6	1%	11%
27	CC(C)OC(=O)COc1ccc(-c2ccccc2)cc1	-1%	28%	-4%	1%	0%	9%	-8	1%	0%
28	O=C(O)c1ccc2nc(-c3ccccc3)sc2c1	-11%	-9%	-22%	8.9µM*	-4%	1%	-5	0%	-4%
29	O=C(CCc1ccc(S(=O)(=O)N2CCOCC2)cc1)Nc1cc(Cl)ccc1N1CCOCC1	-3%	-9%	-7%	-9%	0%	-1%	-4	-3%	-16%
30	N#Cc1c(Nc2ccccc2)sc(C(=O)c2ccccc2)c1N	-6%	11%	-10%	-9%	0%	0%	-14	15%	-20%
31	Cc1c(NC(=O)COC(=O)CCC(=O)c2ccc(Cl)cc2)c(=O)n(-c2ccccc2)n1C	2%	6%	6%[57.1 µM]	-22%	12%	16%	21	7%	0%
32	CCN(CC)c1ccc(NC(=O)CSc2n[nH]c(-c3ccco3)n2)cc1	0%	13%	0%	4%	u	6%	7	6%	2%
33	CCc1ccc(Nc2nnc(SCC(=O)Nc3sccc3C(N)=O)s2)cc1	-30%	u	-25%	1%	u	16µM*	-2	u	u
34	CCS(=O)(=O)Nc1cccc(C2=NN(C(=O)c3ccco3)C(c3ccco3)C2)c1 (stereo not drawn)	u	-22%	-12%	-16%	13µM*	13µM*	-22	8.2µM*	u
35	O=C(Nc1ccc(N2CCN(C(=O)c3ccco3)CC2)cc1)c1ccccc1	0%	-20%	-4%	22%	4%	2%	-22	0%	8%
36	COc1ccc(CNC(=O)C/C(C)=N/NC(=O)C23CC4CC(CC(C4)C2)C3)cc1	-6%	-8%	2%[57.1 µM]	-28%	6%	0%	8	-1%	0%
37	O=C(NCc1cccnc1)C(=O)NC1CCCCC1	11%	33%	-7%	x	0%	3%	40	1%	10%
38	CN1CCN(C2=NC(=O)/C(=C/c3ccccc3OS(=O)(=O)c3ccccc3)S2)CC1	1%	-5%	8%	-13%	1%	9%	-11	17%	1%
39	CCOC(=O)c1c(NC(=O)c2ccccc2)sc2c(O)c(CN(CC)CC)ccc12	-4%	1%	9%	-2%	8%	u	0	12%	u
40	Cc1ccc(S(=O)(=O)n2nc(OC(=O)c3cccc(F)c3)cc2N)cc1	-11%	11%	-7%	-26%	-17%	9%	11	7%	0%
41	Cc1cccc(NC(=O)CSc2nc(N)cc(N)n2)c1	-1%	23%	2%[57.1 µM]	1%	-12%	-2%	13	1%	-5%
42	CC(C)CC1NC(=S)N(Cc2ccccc2)C1=O (stereo not drawn)	u	21µM*	3%	x	u	u	39	u	u
43	O=C(Cn1cnc2ccccc2c1=O)N1CCN(S(=O)(=O)c2ccc(F)cc2)CC1	11%[9.24 µM]	-13%	0%	3%	-14%	0%	-26	-8%	-3%
44	COC(=O)c1cccc(NC(=O)c2onc3c2CCCC3)c1	-7%	u	-28%[57.1 µM]	3%	-4%	12%	19	0%	-9%
45	Cn1cccc1/C=N/N1CCN(c2ccccc2)CC1	20%	0%	2%[57.1 µM]	-5%	-1%	11%	4	10%	0%
46	CS(=O)(=O)N(CC(=O)NC1CCCCC1)Cc1ccc(Cl)cc1	12%	0%	-1%	0%	0%	-2%	-5	1%	3%

Results in sequence from above.
MCF10A rerep for entries 39–45: u, 9%, -2%, u, 0%, 12%, 11%
KB-3-1 cytotox for entries 39–45: 12%, 7%, 1%, u, -8%, 0%, 10%
WRN inhibitor for entries 39–45: 9%, -7%, 2%[57.1 µM], 3%, 0%, -28%[57.1 µM], 2%[57.1 µM]

A few values from the entries so far:
CN1CCN(C2=NC(=O)/C(=C/c3ccccc3OS(=O)(=O)c3ccccc3)S2)CC1 – KB-3-1 cytotox = 17%
CS(=O)(=O)N(CC(=O)NC1CCCCC1)Cc1ccc(Cl)cc1 – KB-3-1 cytotox = 1%
